# ADAM17 inh: inhibitors of human ADAM17 | inhibition, % at 6.95 µM | P78536 | hit rate 0.83% among 370,000 | recombinant ADAM17, EDANS/DABCYL FRET peptide cleavage;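 active = inhibition above the mean of compounds lying between control limits plus 3 SD, set per campaign, cut at about 8.5% in these data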;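 note: 0% = DMSO-only wells as the low control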
# PLCb3 inh: PLC-beta3 (human) inhibition, primary screen | hit rate 0.18% among 370,000 | Q01970 | Purified PLC-beta3, fluorogenic substrate, fluorescence | AID 720704 | inhibition, % at 12.2 µM; in the data active = inhibition above about 11%;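 note: 0% = median of compound wells on plate and 100% = full blocker control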
# hgDAF-12 ag: agonists of H. glycines DAF-12 nuclear receptor | HEK293 GAL4-hgDAF12 UAS-luciferase reporter, agonist luminescence; normalized to butyrate control | activation, % at 6.8 µM | hit rate 1.8% among 370,000 | AID 687014;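 active = activation above a cutoff set at the mean of all screened compounds plus 3 SD, cut at about 10% in these data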;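 note: 0% = DMSO wells and 100% = sodium butyrate wells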
# SMARCA2 activ: SMARCA2 function activation, primary screen; MG213 cells, MMTV-luciferase reporter, dexamethasone, overnight; activation, % at 9.1 µM; hit rate 1% among 370,000; AID 652017; in the data active = activation above about 7.8%;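 note: 0% = vehicle wells and 100% = reference activator wells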
# NR1D1 modulator: Rev-erb alpha (human) modulation. P20393. activity, % at 10 µM. AID 1259318. Rev-erbα–FITC-DNA binding, fluorescence polarization, 90 min. hit rate 0.79% among 370,000;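 active = activity above about 14%, limit read from the data; passing the limit was not always enough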;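 note: 0% = DMSO wells with 35 nM protein and 100% = DMSO wells with 750 nM protein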
# ssDAF12 agonist: S. stercoralis DAF-12 activation, primary screen | hit rate 1% among 370,000 | HEK293 ssDAF-12/GRIP1 lit1-tk-luc reporter, luminescence; % of 3 µM dafachronic acid response | activation, % at 6.8 µM;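 active = activation above the mean over all tested compounds plus 3 SD, cut at about 0.9% in these data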;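 note: 0% = DMSO-only wells and 100% = 3 µM delta7-dafachronic acid wells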
# MBD2 inh: inhibitors of human MBD2 binding to methylated oligonucleotide. Q9UBB5. TR-FRET. inhibition, % at 4.4 µM. hit rate 0.31% among 370,000. AID 686964; in the data active = inhibition above about 13%
# DAX1 inh-1: inhibitors of human orphan nuclear receptor DAX1 (NR0B1) | P51843 | HEK293 Gal4-DAX1 luciferase reporter, luminescence | inhibition, % at 6.75 µM | hit rate 0.99% among 340,000 | AID 504766;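 active = inhibition above the mean over all tested compounds plus 3 SD, cut at about 4.2% in these data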;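 note: 0% = DAX1-transfected cells with DMSO and 100% = empty-vector control cells with DMSO; inhibition shows as a rise in luminescence from relieved DAX1 repression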
# DAX1 inh-2: DAX1 (NR0B1) inhibition, primary screen; HEK293T StAR-luciferase reporter, SF-1/DAX-1 repression relief; inhibition, % at 6.8 µM; hit rate 1.1% among 370,000; AID 652010;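 active = inhibition above the mean over all tested compounds plus 3 SD, cut at about 3.6% in these data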;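 note: 0% = DAX-1 cells with DMSO and 100% = cells lacking DAX-1 with DMSO; higher inhibition means more luminescence from relief of DAX-1 repression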
# hcDAF-12 act: activates DAF-12 receptor from parasite H. contortus; HEK293 hcDAF-12 lit1-tk-luc reporter, luminescence; 0% DMSO, 100% Δ7-dafachronic acid; activation, % at 6.8 µM; hit rate 1.4% among 370,000; AID 652067;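 active = activation above the mean of all tested compounds plus 3 SD, cut at about 5.5% in these data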;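 note: 100% = response to 3 µM Δ7-dafachronic acid high control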
# PLC-gamma1 inh: PLC-gamma1 (human) inhibition, primary screen | P19174 | purified PLC-gamma1, fluorogenic substrate, fluorescence | inhibition, % at 12.2 µM | hit rate 0.84% among 370,000; in the data active = inhibition above about 9.5%
# Target sequence (P19174 whole entry, looked up): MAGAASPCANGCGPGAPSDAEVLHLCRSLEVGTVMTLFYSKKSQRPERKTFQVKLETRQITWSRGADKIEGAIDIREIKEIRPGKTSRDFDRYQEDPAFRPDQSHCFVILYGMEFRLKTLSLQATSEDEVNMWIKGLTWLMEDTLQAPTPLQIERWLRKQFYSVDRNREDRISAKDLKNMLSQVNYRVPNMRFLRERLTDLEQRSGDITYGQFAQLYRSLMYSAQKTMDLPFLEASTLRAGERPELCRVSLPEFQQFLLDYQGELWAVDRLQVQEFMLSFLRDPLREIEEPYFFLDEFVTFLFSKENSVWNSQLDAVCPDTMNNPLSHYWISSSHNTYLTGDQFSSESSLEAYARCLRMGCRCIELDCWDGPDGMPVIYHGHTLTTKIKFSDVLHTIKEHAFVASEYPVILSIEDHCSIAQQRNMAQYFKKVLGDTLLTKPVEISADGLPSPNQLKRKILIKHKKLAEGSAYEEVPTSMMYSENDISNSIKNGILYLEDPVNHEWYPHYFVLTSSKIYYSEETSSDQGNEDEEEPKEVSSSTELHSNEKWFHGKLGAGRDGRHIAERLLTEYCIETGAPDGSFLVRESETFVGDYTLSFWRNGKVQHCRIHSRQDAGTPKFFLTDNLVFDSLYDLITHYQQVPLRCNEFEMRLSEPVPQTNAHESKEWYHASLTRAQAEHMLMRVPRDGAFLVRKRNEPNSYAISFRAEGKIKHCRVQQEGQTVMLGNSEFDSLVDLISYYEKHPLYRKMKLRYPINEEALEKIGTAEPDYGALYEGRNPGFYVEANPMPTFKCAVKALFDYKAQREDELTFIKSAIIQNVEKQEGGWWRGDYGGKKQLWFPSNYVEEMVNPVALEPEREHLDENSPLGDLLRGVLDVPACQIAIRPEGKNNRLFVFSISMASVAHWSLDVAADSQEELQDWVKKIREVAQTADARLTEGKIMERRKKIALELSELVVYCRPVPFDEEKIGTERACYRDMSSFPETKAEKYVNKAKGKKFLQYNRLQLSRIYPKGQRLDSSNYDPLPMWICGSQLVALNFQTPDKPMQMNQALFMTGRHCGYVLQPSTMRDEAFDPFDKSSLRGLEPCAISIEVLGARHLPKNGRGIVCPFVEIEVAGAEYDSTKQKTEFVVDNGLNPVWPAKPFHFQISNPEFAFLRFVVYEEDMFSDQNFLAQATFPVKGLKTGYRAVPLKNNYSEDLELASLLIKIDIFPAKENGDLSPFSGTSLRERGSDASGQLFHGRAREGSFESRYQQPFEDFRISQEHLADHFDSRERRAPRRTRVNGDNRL
# An asterisk follows results filed as active; x = not tested or not shown.
SMILES,ADAM17 inh,PLCb3 inh,hgDAF-12 ag,SMARCA2 activ,NR1D1 modulator,ssDAF12 agonist,MBD2 inh,DAX1 inh-1,DAX1 inh-2,hcDAF-12 act,PLC-gamma1 inh
CC(C)C[C@H](NC(=O)C1(c2ccccc2)CCN(C(=O)OC(C)(C)C)CC1)C(=O)N1CCC[C@H]1C(=O)O,8,-9,-0.7,-2,-1,-1.7,0,0.8,-0.3,0.0,2
CC1CCN(S(=O)(=O)c2ccc3c(c2)N(CC(=O)NCCCN2CCCCC2)C(=O)CS3)CC1,-9,-11,1.7,-2,-7,-1.2,-6,0.2,0.0,-0.8,1
CCOc1ccc(C(=O)C2CCN(CC(=O)Nc3nccs3)CC2)cc1,2,2,-0.6,-4,-5,-1.2,-4,1.0,-0.5,-1.8,3
Cc1cc(N2CCN(C(=O)OC(C)(C)C)CC2)n2ncnc2n1,0,3,-1.0,-1,3,-1.3,0,0.3,-0.9,-2.1,0
COc1ccc(NC(=O)C(c2ccc(C)cc2)N(C)C(=O)c2ccc(=O)[nH]c2)cc1 (stereo unspecified),-6,-4,2.9,6,-2,-1.3,5,-0.5,-0.2,-0.4,7
O=C(CSc1ccc2c(c1)OCCO2)Nc1ccc(Br)cc1,4,-2,1.4,-2,0,-1.5,-8,-1.7,-0.7,-1.2,-2
COc1ccc(CCN2CC(C(=O)NCC3(O)CCCCC3)CCC2=O)cc1 (stereo unspecified),-3,-6,-1.0,-3,4,-0.9,3,-0.7,-0.4,2.0,2
CCN(CC)C(=O)CC[C@@H]1CC[C@]2(CCCN(Cc3ccc(Br)cc3)C2)O1,-1,5,-2.5,-1,3,-0.6,-4,x,0.1,-3.3,2
O=S(=O)(Nc1nc2ccccc2nc1NCC1CCCO1)c1cc(Cl)ccc1Cl (stereo unspecified),-10,-66,-4.4,-5,-3,-1.6,-1,-1.0,-0.3,-2.0,-44
O=C(Nc1ccc(Cl)cn1)C1CCCN1S(=O)(=O)c1ccccc1 (stereo unspecified),1,-2,-1.6,1,-12,-1.2,-1,0.1,-0.6,-2.1,1
CCS(=O)(=O)c1ncc(CO)n1CCc1ccccc1,-2,-4,-0.3,0,-1,-1.3,1,0.3,-0.3,0.3,0
O=C(COc1ccc(S(=O)(=O)N2CCOCC2)cc1Cl)NC1CCCCC1,1,-3,-1.7,1,-7,-1.3,0,0.0,-4.0,-0.2,3
CCN(CC)S(=O)(=O)c1cc(NC(=O)COc2ccc(C#N)cc2OC)ccc1C,7,4,-1.6,-1,7,-1.8,1,-0.9,-0.5,-3.4,6
CCSc1nc(-c2ccc(OC)cc2)cc(-c2ccccc2)c1C#N,-2,-6,-0.3,1,21,-1.7,6,-0.5,0.2,0.2,0
CCCCn1c(=O)[nH]c(=O)c2c1nc(-c1ccc(C#N)cc1)n2C1CCCC1,-291,-390,0.1,-2,-7,-1.3,2,-0.3,-0.3,-1.2,-353
CCCCCCN1C[C@H](n2cc(COC(=O)c3ccccc3)nn2)[C@@H](O)C[C@@H]1c1ccc(C)cc1,-3,3,0.8,-4,1,-1.1,-4,-0.1,-1.4,-0.7,6
O=C(c1cccc(S(=O)(=O)N2CCCC2)c1)N(Cc1ccco1)C1CCS(=O)(=O)C1 (stereo unspecified),-7,2,0.2,-3,10,-0.5,1,0.1,0.2,-0.8,-1
CC(On1nnc2ccc(S(=O)(=O)N3CCOCC3)cc21)C(=O)Nc1ccccc1F (stereo unspecified),-1,-1,0.1,6,-1,-0.7,4,5.0*,0.8,-0.4,-1
O=C(Cc1ccsc1)Nc1ccc(S(=O)(=O)C(F)F)cc1,-3,-8,2.9,0,2,-1.4,4,1.5,0.4,0.6,1
FC(F)(F)Oc1ccccc1C(c1nnnn1-c1ccc2c(c1)OCCO2)N1CCN(C/C=C/c2ccccc2)CC1 (stereo unspecified),3,3,4.8,-4,-1,-1.9,1,x,-1.4,-1.2,-1
CC(=O)c1ccc(NC(=S)NC(C)CCc2ccccc2)cc1 (stereo unspecified),3,0,0.9,-1,-2,-0.3,-4,2.5,0.7,-1.3,2
Cn1cnc2c(SCc3ccccc3)ncnc21,-3,5,6.7,9.7*,-4,-1.0,-5,0.9,2.7,0.1,2
Cc1ccccc1NC(=O)/C(C#N)=C\c1cc(C)n(-c2ccc(C(=O)O)cc2)c1C,-6,-69,-3.1,-2,-5,-0.5,5,-0.8,-0.3,-3.2,-48
Oc1ccc(-c2csc(Nc3ccccn3)n2)c(O)c1,-5,-8,9.4,4,6,0.7,5,4.6*,1.3,3.8,-2
CC1(C(=O)N2CC3(CC(c4cccc(NC(=O)CC(c5ccccc5)c5ccccc5)c4)=NO3)C[C@@H]2C(N)=O)CC1 (stereo partly specified),3,1,-2.5,1,-1,-1.4,4,-1.2,-0.6,0.2,2

# Compounds listed so far containing bromine:
SMILES,ADAM17 inh,PLCb3 inh,hgDAF-12 ag,SMARCA2 activ,NR1D1 modulator,ssDAF12 agonist,MBD2 inh,DAX1 inh-1,DAX1 inh-2,hcDAF-12 act,PLC-gamma1 inh
O=C(CSc1ccc2c(c1)OCCO2)Nc1ccc(Br)cc1,4,-2,1.4,-2,0,-1.5,-8,-1.7,-0.7,-1.2,-2
CCN(CC)C(=O)CC[C@@H]1CC[C@]2(CCCN(Cc3ccc(Br)cc3)C2)O1,-1,5,-2.5,-1,3,-0.6,-4,x,0.1,-3.3,2

# More records.
SMILES,ADAM17 inh,PLCb3 inh,hgDAF-12 ag,SMARCA2 activ,NR1D1 modulator,ssDAF12 agonist,MBD2 inh,DAX1 inh-1,DAX1 inh-2,hcDAF-12 act,PLC-gamma1 inh
CCC(COC(=O)Nc1cccc(C)c1)NC(=O)OCC(C)C (stereo unspecified),-3,-1,4.3,2,-2,-0.9,0,-0.3,-0.2,-1.5,1
Cc1ccc(C(=O)Nc2cnc3sc(C)nn3c2=O)cc1,3,0,6.4,1,2,-0.8,3,0.8,1.1,0.9,0
CCOC(=O)C(C)Oc1ccc(C2NC(=O)NC(C)=C2C(=O)Nc2ccccc2C)cc1 (stereo unspecified),-2,-2,2.1,-1,0,-1.7,2,-1.0,0.2,1.1,1
CC(=O)C1=C(C)N(Cc2ccc(Br)cc2)C(=S)NC1c1ccc(F)cc1 (stereo unspecified),6,-6,0.3,-6,5,-1.4,1,x,-1.5,-0.8,4
CCOC(=O)COc1cc(-n2c(=S)[nH]c3cc(OC)c(OC)cc3c2=O)c(Cl)cc1Cl,0,-2,-0.7,-2,0,-0.6,1,0.2,-0.1,-1.2,-1
CN[C@H]1C[C@H]2c3[nH]c4c(-c5ccc6c(c5)OCO6)cccc4c3CCN2C[C@H]1[C@H](C)O,-7,-8,-0.3,-4,-1,-1.0,3,x,-0.7,-2.7,-7
CCOC(=O)CSc1cc(CSc2ccccc2)nc(-c2ccccc2)n1,4,1,0.2,-2,-2,-1.0,-2,0.2,0.2,-0.8,4
CCOC(=O)[C@]12CCC=C1N(CCC1=CCCCC1)C(=O)[C@H](CC(=O)N1CCSCC1)C2,-2,-1,-1.7,-3,-3,-1.1,0,x,4.1*,-1.3,1
COc1cc2c(cc1OC)CN(CC(=O)Nc1ccccc1SC)CC2,-7,-13,-1.9,-5,-3,-2.0,-1,-1.1,-2.0,-2.2,-5
Clc1cccc(-c2nc3ccc(Cl)cn3c2Cc2ccccc2)c1,-2,-12,5.1,8.2*,-1,-1.1,-7,x,2.2,-1.5,-5

# 14 structures out of the list, sorted by length of the SMILES, high to low:
SMILES,ADAM17 inh,PLCb3 inh,hgDAF-12 ag,SMARCA2 activ,NR1D1 modulator,ssDAF12 agonist,MBD2 inh,DAX1 inh-1,DAX1 inh-2,hcDAF-12 act,PLC-gamma1 inh
CC1(C(=O)N2CC3(CC(c4cccc(NC(=O)CC(c5ccccc5)c5ccccc5)c4)=NO3)C[C@@H]2C(N)=O)CC1 (stereo partly specified),3,1,-2.5,1,-1,-1.4,4,-1.2,-0.6,0.2,2
CN[C@H]1C[C@H]2c3[nH]c4c(-c5ccc6c(c5)OCO6)cccc4c3CCN2C[C@H]1[C@H](C)O,-7,-8,-0.3,-4,-1,-1.0,3,x,-0.7,-2.7,-7
FC(F)(F)Oc1ccccc1C(c1nnnn1-c1ccc2c(c1)OCCO2)N1CCN(C/C=C/c2ccccc2)CC1 (stereo unspecified),3,3,4.8,-4,-1,-1.9,1,x,-1.4,-1.2,-1
CCOC(=O)[C@]12CCC=C1N(CCC1=CCCCC1)C(=O)[C@H](CC(=O)N1CCSCC1)C2,-2,-1,-1.7,-3,-3,-1.1,0,x,4.1*,-1.3,1
CCOC(=O)COc1cc(-n2c(=S)[nH]c3cc(OC)c(OC)cc3c2=O)c(Cl)cc1Cl,0,-2,-0.7,-2,0,-0.6,1,0.2,-0.1,-1.2,-1
CCOC(=O)C(C)Oc1ccc(C2NC(=O)NC(C)=C2C(=O)Nc2ccccc2C)cc1 (stereo unspecified),-2,-2,2.1,-1,0,-1.7,2,-1.0,0.2,1.1,1
CC(=O)C1=C(C)N(Cc2ccc(Br)cc2)C(=S)NC1c1ccc(F)cc1 (stereo unspecified),6,-6,0.3,-6,5,-1.4,1,x,-1.5,-0.8,4
CCOC(=O)CSc1cc(CSc2ccccc2)nc(-c2ccccc2)n1,4,1,0.2,-2,-2,-1.0,-2,0.2,0.2,-0.8,4
Clc1cccc(-c2nc3ccc(Cl)cn3c2Cc2ccccc2)c1,-2,-12,5.1,8.2*,-1,-1.1,-7,x,2.2,-1.5,-5
O=C(Cc1ccsc1)Nc1ccc(S(=O)(=O)C(F)F)cc1,-3,-8,2.9,0,2,-1.4,4,1.5,0.4,0.6,1
CCC(COC(=O)Nc1cccc(C)c1)NC(=O)OCC(C)C (stereo unspecified),-3,-1,4.3,2,-2,-0.9,0,-0.3,-0.2,-1.5,1
Cc1ccc(C(=O)Nc2cnc3sc(C)nn3c2=O)cc1,3,0,6.4,1,2,-0.8,3,0.8,1.1,0.9,0
Oc1ccc(-c2csc(Nc3ccccn3)n2)c(O)c1,-5,-8,9.4,4,6,0.7,5,4.6*,1.3,3.8,-2
Cn1cnc2c(SCc3ccccc3)ncnc21,-3,5,6.7,9.7*,-4,-1.0,-5,0.9,2.7,0.1,2

# Screens deposited in PubChem BioAssay by several laboratories.
